STK33 kin inh – blocks human STK33 kinase activity. ADP-Glo luminescence, MBP substrate. AID 2322. Q9BYT3. hit rate 0.44% among 27,000. inhibition, % at 12.5 µM; in the data active means inhibition above about 20%
Target sequence (Q9BYT3 whole entry, looked up): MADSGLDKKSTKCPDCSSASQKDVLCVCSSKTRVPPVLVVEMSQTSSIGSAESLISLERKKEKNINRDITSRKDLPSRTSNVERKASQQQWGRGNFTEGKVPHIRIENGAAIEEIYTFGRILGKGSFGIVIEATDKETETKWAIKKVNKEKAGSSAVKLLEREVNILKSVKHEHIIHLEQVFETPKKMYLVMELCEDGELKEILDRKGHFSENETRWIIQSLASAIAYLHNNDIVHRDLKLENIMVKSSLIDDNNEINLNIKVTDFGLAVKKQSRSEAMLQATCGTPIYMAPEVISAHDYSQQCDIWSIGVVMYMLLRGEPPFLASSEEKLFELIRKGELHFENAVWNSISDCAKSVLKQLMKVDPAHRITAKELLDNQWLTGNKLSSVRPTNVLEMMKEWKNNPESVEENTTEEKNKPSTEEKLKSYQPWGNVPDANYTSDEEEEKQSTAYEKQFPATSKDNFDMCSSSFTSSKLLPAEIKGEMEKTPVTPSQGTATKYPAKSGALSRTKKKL
mut p53 react – restores mutant p53 pathway signaling in SW480 cells; SW480 PUMA-promoter luciferase, p53 mutant reactivation; activation, % at 9.98 µM; hit rate 1.5% among 28,000; AID 624151; in the data active means activation above about 52%
An asterisk follows results filed as active; . = not tested or not shown.

SMILES	STK33 kin inh	mut p53 react
C[C@H](CO)N1C[C@H](C)[C@H](CN(C)S(=O)(=O)c2ccc(C#N)cc2)Oc2ncc(C#Cc3ccccc3)cc2C1=O	7	-2
C[C@@H]1CN([C@H](C)CO)C(=O)CCCn2nncc2CO[C@H]1CN(C)Cc1ccncc1	-1	6
C[C@H](CO)N1C[C@H](C)[C@@H](CN(C)S(=O)(=O)c2ccc(Cl)cc2)Oc2ccc(NC(=O)NC3CCCCC3)cc2CC1=O	.	-5
C[C@@H]1CN([C@H](C)CO)C(=O)Cc2cc(NC(=O)CCC(F)(F)F)ccc2O[C@@H]1CN(C)Cc1ccc(Cl)c(Cl)c1	-4	.
COc1ccc([N+](=O)[O-])cc1NC(=O)CN(C)S(=O)(=O)c1ccc(Br)cc1	1	-1
COc1ccc(S(=O)(=O)N(C)C[C@@H]2Oc3ccc(NS(=O)(=O)c4ccc(Cl)cc4)cc3CC(=O)N([C@H](C)CO)C[C@@H]2C)cc1	0	.
C[C@@H]1CCCCO[C@@H](CN(C)Cc2ccc(C(=O)O)cc2)[C@H](C)CN([C@H](C)CO)C(=O)c2cc(NC(=O)c3ccncc3)ccc2O1	.	9
C[C@H](CO)N1C[C@H](C)[C@H](CN(C)C(=O)Nc2ccccc2)Oc2ncc(-c3cccc(F)c3)cc2C1=O	6	.
C[C@H](CO)N1C[C@H](C)[C@@H](CN(C)C(=O)Nc2ccccc2)Oc2ccc(N(C)C)cc2CC1=O	.	-2
COc1ccc(NC(=O)Nc2ccc3c(c2)CC(=O)N([C@H](C)CO)C[C@H](C)[C@H](CN(C)S(=O)(=O)c2cn(C)cn2)O3)cc1	-1	.
Cc1ccccc1NC(=O)CSc1nnc(-c2cccc(Cl)c2)n1C	-2	9
C[C@H](CO)N1C[C@H](C)[C@H](CN(C)S(=O)(=O)c2ccc(Cl)cc2)OCCCC[C@H](C)Oc2ccc(N(C)C)cc2C1=O	.	-5
C/C(C=Nc1c(C)n(C)n(-c2ccccc2)c1=O)=C/c1ccccc1	0	.
Cc1ccc(S(=O)(=O)NC(C(=O)Oc2cc3oc(=O)cc(-c4ccccc4)c3cc2Cl)C(C)C)cc1 (configuration not stated)	-7	-2
Cc1ccc(CN2C(=O)C(O)(CC(=O)c3cccc(N)c3)c3cc(Cl)ccc32)cc1 (configuration not stated)	3	-12

2 of these compounds in a different format:
SMILES,STK33 kin inh,mut p53 react
C/C(C=Nc1c(C)n(C)n(-c2ccccc2)c1=O)=C/c1ccccc1,0,.
Cc1ccc(S(=O)(=O)NC(C(=O)Oc2cc3oc(=O)cc(-c4ccccc4)c3cc2Cl)C(C)C)cc1 (configuration not stated),-7,-2

(more compounds)
SMILES	STK33 kin inh	mut p53 react
COc1ccc(CN(C)C[C@@H]2Oc3ccc(NC(=O)Nc4ccc(C(F)(F)F)cc4)cc3C(=O)N([C@H](C)CO)C[C@@H]2C)cc1	2	-9
C[C@@H]1CN([C@@H](C)CO)C(=O)c2cc(NS(=O)(=O)c3cn(C)cn3)ccc2O[C@@H]1CN(C)S(=O)(=O)c1cn(C)cn1	1	-6
C[C@@H]1CCCCO[C@@H](CN(C)Cc2ccc(C(=O)O)cc2)[C@@H](C)CN([C@@H](C)CO)C(=O)c2cc(NS(C)(=O)=O)ccc2O1	.	12
C[C@@H]1CN([C@@H](C)CO)C(=O)c2cccc(NC(=O)c3nc4ccccc4s3)c2O[C@H]1CN(C)C(=O)Nc1ccc(C(F)(F)F)cc1	.	-8
CC(C)NC(=O)Nc1cccc2c1O[C@H](CN(C)Cc1ccc(Cl)c(Cl)c1)[C@H](C)CN([C@@H](C)CO)C2=O	.	-8
CC(C)NC(=O)Nc1ccc2c(c1)C(=O)N([C@@H](C)CO)C[C@H](C)[C@@H](CN(C)S(=O)(=O)c1cccs1)OCCCC[C@H](C)O2	.	3
COc1ccc(CN(C)C[C@@H]2Oc3ccc(NC(=O)NC4CCCCC4)cc3CC(=O)N([C@@H](C)CO)C[C@@H]2C)cc1	0	.
CN1CCN(C(=O)C[C@H]2C[C@@H]3c4cc(NC(=O)Nc5ccc(C(F)(F)F)cc5)ccc4O[C@@H]3[C@@H](CO)O2)CC1	.	14
C[C@@H]1CN([C@@H](C)CO)C(=O)c2cc(NC(=O)c3ccncc3)ccc2O[C@@H]1CN(C)C(=O)NC1CCCCC1	.	9
Cc1noc(C)c1NC(=O)N(C)C[C@@H]1Oc2ccc(NC(=O)NC3CCCCC3)cc2C(=O)N([C@H](C)CO)C[C@@H]1C	.	-1
O=c1ccc2ccc(O)cc2o1	-2	10
C=CCN1C(=O)[C@@]2(O[C@@H](CCO)[C@H]([Si](C)(C)c3ccc(OC)cc3)[C@H]2C)c2cc(NC(C)=O)ccc21	2	.
C[C@H]1CN([C@@H](C)CO)C(=O)c2cc(NS(=O)(=O)c3cccs3)ccc2O[C@H]1CN(C)Cc1ccc(-c2ccccc2)cc1	.	1
CC(C)CC1NC(=O)C2CCCN2C1=O (configuration not stated)	-5	.
CC(C)NC(=O)N(C)C[C@H]1Oc2ccc(NC(=O)CCC(F)(F)F)cc2C(=O)N([C@H](C)CO)C[C@@H]1C	.	0

Whole records, looked up by structure:
Results for Cc1ccc(S(=O)(=O)NC(C(=O)Oc2cc3oc(=O)cc(-c4ccccc4)c3cc2Cl)C(C)C)cc1 (configuration not stated) = STK33 kin inh = -7; mut p53 react = -2
Results for Cc1ccccc1NC(=O)CSc1nnc(-c2cccc(Cl)c2)n1C = STK33 kin inh = -2; mut p53 react = 9

The results go on:
SMILES	STK33 kin inh	mut p53 react
CCc1cc(C(N)=S)ccn1	1	.
O=c1[nH]nc(-c2ccc(NCc3cccnc3)c([N+](=O)[O-])c2)c2ccccc12	1	-6
C[C@H]1CN([C@@H](C)CO)C(=O)Cc2cc(NC(=O)Cn3cnnn3)ccc2O[C@@H]1CN(C)C(=O)Nc1ccc(F)cc1	1	.
CC(=O)Nc1ccc(OCC(=O)Nc2ccc(Cl)c(Cl)c2)cc1	4	65*
CC(C)C#Cc1cnc2c(c1)C(=O)N([C@@H](C)CO)C[C@@H](C)[C@H](CN(C)C(=O)Nc1cc(F)ccc1F)O2	.	6
Cc1noc(C)c1NC(=O)Nc1ccc2c(c1)CC(=O)N([C@H](C)CO)C[C@H](C)[C@H](CN(C)Cc1ccncc1)O2	0	2
COc1ccc(NC(=O)CSc2[nH]c(=O)cc(C)c2C#N)cc1OC	-1	-4
C[C@@H]1CCCCO[C@H](CN(C)CC2CCCCC2)[C@@H](C)CN([C@H](C)CO)C(=O)c2cc(NC(=O)Nc3ccccc3)ccc2O1	-1	.
C[C@@H]1CN([C@@H](C)CO)C(=O)c2cc(N(C)C)ccc2O[C@@H](C)CCCCO[C@H]1CN(C)S(=O)(=O)c1ccccc1	.	2
Cc1occc(=O)c1CC=O	1	2
CNC[C@@H]1Oc2ccc(NC(=O)Nc3cccc4ccccc34)cc2C(=O)N([C@@H](C)CO)C[C@@H]1C	1	.
CC(C)(C)c1cc(-c2nnc(-c3cccs3)o2)n(Cc2ccc(F)cc2)n1	5	.
CC(=O)N(C)C[C@H]1Oc2cc(C3=CCCCC3)ccc2S(=O)(=O)N([C@H](C)CO)C[C@H]1C	.	-8
CC(C)NC(=O)Nc1ccc2c(c1)C(=O)N([C@@H](C)CO)C[C@@H](C)[C@@H](CN(C)C(=O)CCCN(C)C)OCCCC[C@H](C)O2	.	-2
CC(C)NC(=O)Nc1ccc2c(c1)CC(=O)N([C@H](C)CO)C[C@@H](C)[C@H](CN(C)C)O2	-1	.

Among those listed so far, 2 contain an aryl thioether with sulfur outside any ring:
SMILES	STK33 kin inh	mut p53 react
Cc1ccccc1NC(=O)CSc1nnc(-c2cccc(Cl)c2)n1C	-2	9
COc1ccc(NC(=O)CSc2[nH]c(=O)cc(C)c2C#N)cc1OC	-1	-4

New compounds follow
SMILES	STK33 kin inh	mut p53 react
COc1ccccc1CC(=O)Nc1cc([N+](=O)[O-])ccc1OC	0	-2
Cc1ccc2nc(-c3ccc(Cl)c(NC(=O)COc4ccc(Br)cc4)c3)oc2c1	0	91*
C[C@@H]1CN([C@@H](C)CO)C(=O)Cc2cc(NC(=O)CCN3CCOCC3)ccc2O[C@@H]1CN(C)Cc1ccncc1	-4	2
CS(=O)(=O)N(CC(=O)Nc1ccc(F)cc1F)c1cc(Cl)c(Cl)cc1Cl	-1	3
C[C@H](CO)N1C[C@H](C)[C@H](CN(C)C(=O)[C@@H](Cc2ccccc2)N(C)C)OCc2ccccc2-c2c(n(C)c3ccccc23)C1=O	.	-52
COc1cccc(NC(=O)N(C)C[C@@H]2Oc3ncc(C4=CCCCC4)cc3C(=O)N([C@@H](C)CO)C[C@H]2C)c1	.	2
COC(=O)c1ccccc1NC(=O)CN(c1cccc2ccccc12)S(C)(=O)=O	1	6
Cc1ccc(S(=O)(=O)N(C)C[C@H]2OCc3cn(nn3)CCCC(=O)N([C@@H](C)CO)C[C@H]2C)cc1	-6	.
COc1ccc(S(=O)(=O)Nc2ccc3c(c2)CC(=O)N([C@@H](C)CO)C[C@H](C)[C@H](CN(C)S(=O)(=O)c2cccs2)O3)cc1	3	.
COCC(=O)N(C)C[C@H]1Oc2ncc(C3=CCCC3)cc2C(=O)N([C@@H](C)CO)C[C@@H]1C	.	7
C[C@H]1CN([C@@H](C)CO)C(=O)Cc2cc(NC(=O)Nc3ccc(F)cc3)ccc2O[C@@H]1CN(C)C	0	.
CC(C)NC(=O)N(C)C[C@H]1Oc2ccc(NC(=O)C3CC3)cc2C(=O)N([C@@H](C)CO)C[C@@H]1C	-2	3
NC1CCN(c2cccc(Cl)n2)CC1	0	4
C[C@H]1CN([C@@H](C)CO)C(=O)Cc2cc(NC(=O)Cn3cnnn3)ccc2O[C@H]1CN(C)C(=O)Nc1ccc(C(F)(F)F)cc1	0	.
Cc1noc(C)c1NC(=O)Nc1ccc2c(c1)CC(=O)N([C@@H](C)CO)C[C@H](C)[C@H](CN(C)Cc1ccc3c(c1)OCO3)O2	-5	.
C[C@@H]1CN([C@@H](C)CO)C(=O)c2cc(NC(=O)Nc3ccc4c(c3)OCO4)ccc2O[C@@H]1CN(C)Cc1ccc(C(=O)O)cc1	.	9
Cc1ccc(N(CC(=O)Nc2ccc(F)c(Cl)c2)S(C)(=O)=O)cc1	2	-15
C[C@H](CO)N1C[C@H](C)[C@@H](CN(C)C)Oc2ncc(-c3ccncc3)cc2C1=O	.	-1
C[C@@H]1CN([C@@H](C)CO)C(=O)c2cc(N(C)C)ccc2O[C@@H]1CN(C)C(=O)Nc1ccc(F)cc1	.	4
Cc1nn(S(=O)(=O)c2ccccc2[N+](=O)[O-])c(C)c1Sc1ccccc1	5	-4
Cc1cc2c(cc1S(N)(=O)=O)S(=O)(=O)CCC2	2	18
CC(Oc1cccc(Cl)c1)C(=O)Nc1ccccc1C(=O)O (configuration not stated)	-2	6
C=C1C(=O)O[C@@H]2[C@H]3C(=C)[C@@H](O[C@@H]4O[C@H](CO)[C@@H](O)[C@H](O)[C@H]4O)C[C@H]3C(=C)C[C@@H](O)[C@@H]12	4	14
N#Cc1c(C(F)(F)F)cc(-c2cccs2)nc1SCC(O)COc1ccc(Cl)cc1 (configuration not stated)	-13	-2
Cc1ccc(NC(=O)CC2C(=O)NCCN2C(=S)Nc2ccccc2)c(C)c1 (configuration not stated)	-4	5
CC1CCc2c(sc(NC(=O)c3cc(-c4cccnc4)nc4ccc(Cl)cc34)c2C(N)=O)C1 (configuration not stated)	-1	4
C[C@H]1CN([C@@H](C)CO)S(=O)(=O)c2ccc(C#Cc3ccncc3)cc2O[C@H]1CN(C)C(=O)C1CCCCC1	.	11
Cc1noc(C)c1S(=O)(=O)Nc1ccc2c(c1)C(=O)N([C@H](C)CO)C[C@H](C)[C@H](CN(C)C(=O)c1ccncc1)OCCCC[C@H](C)O2	.	1
C[C@H](CO)N1C[C@H](C)[C@H](CN(C)S(=O)(=O)c2cn(C)cn2)Oc2ccc(NC(=O)NC3CCCCC3)cc2C1=O	1	0
CC(C)CC#Cc1ccc2c(c1)O[C@H](CN(C)C(=O)c1cccc(F)c1)[C@H](C)CN([C@@H](C)CO)S2(=O)=O	.	-31
O=S(=O)(Nc1nccs1)c1ccc(NS(=O)(=O)c2cc(Cl)ccc2Cl)cc1	0	-4
CNC[C@H]1OCCCC[C@H](C)Oc2ccc(NC(=O)CCCN(C)C)cc2C(=O)N([C@H](C)CO)C[C@@H]1C	.	1
O=C(O)COc1cccc(NC(=O)c2ccc(I)cc2)c1	-2	3
CCCC#Cc1ccc2c(c1)O[C@H](CN(C)S(=O)(=O)c1cccc(OC)c1)[C@@H](C)CN([C@H](C)CO)S2(=O)=O	.	-64
C[C@H](CO)N1C[C@H](C)[C@H](CN(C)C(=O)Nc2ccc(F)cc2)Oc2c(NC(=O)C3CCOCC3)cccc2C1=O	.	-3
C[C@H](CO)N1C[C@H](C)[C@@H](CN(C)Cc2ccncc2)OCCCC[C@H](C)Oc2ccc(N(C)C)cc2C1=O	.	9
C[C@@H]1CCCCO[C@@H](CN(C)S(=O)(=O)c2cccs2)[C@@H](C)CN([C@H](C)CO)C(=O)c2cc(NC(=O)NC3CCCCC3)ccc2O1	-1	.
COc1cc(C2OCC3C(c4ccc5c(c4)OCO5)OC(=O)C23)ccc1O (configuration not stated)	-5	-6
COc1ccc(S(=O)(=O)Nc2ccc3c(c2)C(=O)N([C@H](C)CO)C[C@H](C)[C@@H](CN(C)Cc2ccc(C(F)(F)F)cc2)O3)cc1	.	-10

Screens: PubChem BioAssay, Broad Institute

Only part of the results is shown; count on the stated rates, not on these rows.
